Bim-Bfl-1 = inhibitors of Bim-Bfl-1 interaction, human; inhibition, % at 10 µM; AID 1008; 190,000 tested, 0.12% active; Bead-based flow cytometry, Bim-Bfl-1 binding inhibition;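 also: 0% = wells without compound plus tracer and 100% = blocker peptide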
Bcl-2 Bim block = disrupts Bim peptide binding to human Bcl-2; inhibition, % at 10 µM; Bead-based flow cytometry, Bim peptide-Bcl-2 binding; P10415; 190,000 tested, 0.06% active; in the data active = inhibition above about 40%; inconclusive = no clear call, values can overlap the other calls;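 also: 0% = no compound wells with probe peptide and 100% = reference peptide inhibitor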
Target sequence (P10415 whole entry, looked up): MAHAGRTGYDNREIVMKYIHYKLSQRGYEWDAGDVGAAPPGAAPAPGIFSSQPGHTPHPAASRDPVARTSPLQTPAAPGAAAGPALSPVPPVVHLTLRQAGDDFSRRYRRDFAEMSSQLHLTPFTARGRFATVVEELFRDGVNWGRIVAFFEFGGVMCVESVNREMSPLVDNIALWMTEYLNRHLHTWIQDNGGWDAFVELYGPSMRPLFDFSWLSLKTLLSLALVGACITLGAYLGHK
RGS8-Gao = modulates binding of RGS8 to human Galphao | P09471 | multiplexed bead flow cytometry; actives lie on both sides | response (percent of control binding), % at 10 µM | 220,000 tested, 0.34% active | AID 1423; in the data active = response below about 60% or above about 140%; inactive = in between;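 also: Galphao activated as the GDP aluminium fluoride complex binding bead-coupled RGS8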
Bcl-W Bim block = disrupts Bim peptide binding to human Bcl-W | Q92843 | bead-based flow cytometry | inhibition, % at 10 µM | 190,000 tested, 0.02% active;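 also: 0% = bound tracer without compound and 100% = peptide blocker; higher means less fluorescent Bim peptide bound to Bcl-W beads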
RGS4-Gao reg = human RGS4-Galphao interaction regulation; Multiplexed bead flow cytometry, RGS4-Galphao binding; actives lie on both sides; binding response (% of control), % at 10 µM; 220,000 tested, 0.33% active; in the data active = binding response below about 49% or above about 150%; inactive = in between;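 also: fluorescent Galphao activated with aluminum fluoride binding bead-coupled RGS4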
Bim-Bcl-XL = inhibitors of Bim-Bcl-XL interaction, human. Bim peptide-Bcl-XL binding, bead flow cytometry, fluorescence. inhibition, % at 10 µM. 190,000 tested, 0.04% active
ABCB1 block = inhibitors of human ABCB1 transporter, ABCG2 counter-screen; P08183; CCRF-Adr cells, JC-1 efflux, flow cytometry; inhibition, % at 6.6 µM; 190,000 tested, 0.067% active; in the data active = inhibition above about 40%;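 also: 0% = vehicle and 100% = reference inhibitor; higher value means more JC-1 retained so stronger ABCB1 efflux block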
RGS7-Gao reg = human RGS7-Galphao interaction regulation | 220,000 tested, 0.35% active | P09471 | Multiplexed bead flow cytometry, RGS7-Galphao binding; actives lie on both sides | AID 1439 | binding response (% of control), % at 10 µM; in the data active = binding response below about 49% or above about 150%; inconclusive = no clear call, values can overlap the other calls; inactive = in between;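 also: fluorescent Galphao held in activated GDP-AlF4 state binding bead-coupled RGS7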
ABCG2 block = human ABCG2 inhibition, ABCB1 as counter-screen. IgMXP3 cells, JC-1 efflux, flow cytometry. inhibition, % at 6.6 µM. 190,000 tested, 0.1% active. AID 1325;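 active = inhibition above 80%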;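 also: 0% = DMSO and 100% = nicardipine control wells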
Target sequence (Q9UNQ0 whole entry, looked up): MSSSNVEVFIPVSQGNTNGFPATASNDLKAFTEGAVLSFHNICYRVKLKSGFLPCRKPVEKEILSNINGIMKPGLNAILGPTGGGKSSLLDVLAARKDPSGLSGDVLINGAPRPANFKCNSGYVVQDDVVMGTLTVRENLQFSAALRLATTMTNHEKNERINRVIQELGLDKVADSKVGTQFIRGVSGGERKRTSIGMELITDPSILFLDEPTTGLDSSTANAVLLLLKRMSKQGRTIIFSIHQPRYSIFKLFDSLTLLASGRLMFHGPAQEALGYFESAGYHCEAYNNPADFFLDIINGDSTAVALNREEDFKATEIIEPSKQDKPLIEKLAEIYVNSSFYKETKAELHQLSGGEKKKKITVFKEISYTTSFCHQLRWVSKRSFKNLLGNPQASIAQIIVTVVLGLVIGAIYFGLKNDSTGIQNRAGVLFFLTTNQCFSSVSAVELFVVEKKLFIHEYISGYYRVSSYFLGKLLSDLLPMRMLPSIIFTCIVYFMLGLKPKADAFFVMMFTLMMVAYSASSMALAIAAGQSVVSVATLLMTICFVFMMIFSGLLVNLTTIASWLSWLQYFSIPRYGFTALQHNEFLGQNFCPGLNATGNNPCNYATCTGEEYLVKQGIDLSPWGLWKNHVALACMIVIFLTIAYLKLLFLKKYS
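Test system: ABCG2 IgMXP3 and barcoded ABCB1 CCRF-Adr cell mix; Schedule: cells with compound and JC-1, 10 min at 25 °C, rotating, no wash; Technique: flow cytometry of retained JC-1 fluorescence; Measure: % inhibition of efflux relative to nicardipine and DMSO; Controls: nicardipine high and DMSO low controls.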
GSH bead fluor = compound fluoresces at 488/530 nm on GSH beads; GSH beads flow cytometry, compound fluorescence 488/530 nm; stronger effect = higher value; fluorescence (KMESF) at 10 µM; 190,000 tested, 0.25% active; AID 1776; in the data active = fluorescence above about 89;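 also: glutathione beads carrying GST-tagged Bcl family fusion proteins plus one bare bead set; values are compound well signal with DMSO vehicle wells as background; inactives centre near 16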
Bcl-B Bim block = inhibitors of Bim-Bcl-B interaction, human; 190,000 tested, 0.073% active; Q9HD36; bead-based flow cytometry, Bim peptide-Bcl-B binding; inhibition, % at 10 µM;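 also: 0% = tracer peptide without compound and 100% = reference inhibitor peptide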
Target sequence (Q9HD36 whole entry, looked up): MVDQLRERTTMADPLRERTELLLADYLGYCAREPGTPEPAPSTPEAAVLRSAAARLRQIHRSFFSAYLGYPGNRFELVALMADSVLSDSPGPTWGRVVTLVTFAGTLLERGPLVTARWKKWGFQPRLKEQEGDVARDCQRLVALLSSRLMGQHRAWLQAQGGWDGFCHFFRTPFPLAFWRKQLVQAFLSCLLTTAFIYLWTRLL
Starred values were filed as active, the others as inactive; u = inconclusive. Rule as the data show it, unless noted: active = inhibition above about 40%.

SMILES	Bim-Bfl-1	Bcl-2 Bim block	RGS8-Gao	Bcl-W Bim block	RGS4-Gao reg	Bim-Bcl-XL	ABCB1 block	RGS7-Gao reg	ABCG2 block	GSH bead fluor	Bcl-B Bim block
COc1ccc(Br)cc1CN(C)CC(=O)Nc1c(Cl)ccc(C)c1Cl	-1	-2	101	-7	101	-9	0.2	102	2	11	-5
Cc1ccc(C(=O)N/N=C/c2cc(C)n(-c3ccc(Br)cc3)c2C)cc1[N+](=O)[O-]	2	0	97	0	100	-1	1.3	97	12	16	0
CNC(=O)CN(c1ccc(C23CC4CC(CC(C4)C2)C3)cc1)S(C)(=O)=O	-3	0	101	3	102	1	1.3	101	3	12	0
Cc1cccc2cc(CN(CCN3CCCC3)C(=O)NC3CCCCC3)c(=O)[nH]c12	0	1	102	-1	101	0	0.4	101	0	16	0
NS(=O)(=O)c1cccc(NC(=O)COC(=O)C2CCCCC2)c1	-6	0	101	0	106	-1	0.1	102	0	24	-2
CC(C)NS(=O)(=O)c1ccc(CCC(=O)O)cc1	-4	-10	100	-1	98	0	-2.5	97	-3	27	-7
COc1ccc(-c2ccc(-c3nnc(-c4ccncc4)o3)cc2)cc1	-12	-14	102	-1	100	-7	-0.2	101	63	24	-12
CCOCCNC(=O)c1ccc2c3c(cccc13)CC2	-10	-5	99	1	99	-4	0.6	99	6	41	-7
CN1CCN(c2ccccc2NC(=O)c2ccc(OCc3ccccc3)cc2)CC1	-11	-8	101	0	103	-8	19	107	8	30	-5
COC(=O)c1c(C)nc2c(c(SC)nn2-c2ccccc2)c1N	1	0	102	-4	101	-1	0.5	101	12	10	0
CCN1CCN(c2nc(N)c([N+](=O)[O-])c(Nc3ccc(C)c(C)c3)n2)CC1	0	-1	106	0	105	-2	4.3	104	22	21	-2
CC(=O)N1Cc2ccccc2CC1C(=O)N1CCN(c2ccccc2)CC1 (stereo not drawn)	-4	4	103	2	104	2	-0.3	102	-1	9	0
O=C(C(Cc1ccccc1)n1cccc1)N1CCCCCC1 (stereo not drawn)	5	0	99	0	96	2	0.3	97	1	12	2
COc1cccc(C2NC(=O)NC(C)=C2C(=O)OCC2CCCO2)c1 (stereo not drawn)	-7	-1	97	-4	97	-1	0.1	99	0	22	-4
CCCOc1nc(N)c(C#N)c(-c2ccccc2F)c1C#N	-12	-8	97	4	96	-3	0.1	97	3	13	-5
Nc1c(C(=O)NCc2ccccc2)nnn1Cc1ccccc1	-10	-4	100	0	101	-4	0.3	103	2	12	-4
COc1ccc(S(=O)(=O)N2CCN(Cc3ccc(Cl)cc3)CC2)cc1	-10	-6	103	5	103	-8	0.5	105	1	59	-7
COc1ccc(C(C[N+](=O)[O-])c2c(-c3ccccc3)cc3ccccn23)cc1 (stereo not drawn)	-12	-3	101	2	102	-3	0.3	102	12	34	-9
Cc1cc(NC(=O)c2cccnc2)ccc1NC(=O)c1ccco1	-10	-2	99	3	100	-2	0.1	100	1	14	-4
CC(C)OC(=O)CC12CN3CC(CC(=O)OC(C)C)(CN(C1)C(=O)c1ccccc1C3=O)C2=O	-2	-3	102	0	96	-1	0.9	95	3	20	-5
CCn1c(SCC(=O)N/N=C/c2c[nH]c3ccccc23)nnc1-c1ccc(C)cc1	-1	-1	102	0	106	0	0.1	103	8	12	-7
CCC(C)c1ccc(NC(=O)CSc2nncn2N)cc1 (stereo not drawn)	-12	-2	96	3	105	-3	0.0	101	0	15	-5
CCOC(=O)c1c(C)nc2cc(C)ccn12	-11	-5	102	1	100	-1	0.4	100	15	28	-5
COC(=O)C(CC(C)C)NC(=O)C(Cc1ccccc1)NC(=O)C1CCCN1C(=O)OC(C)(C)C (stereo not drawn)	-6	-1	101	-2	98	0	0.5	102	1	25	-6
O=c1cc2[nH]c3ccccc3c(=O)n2nc1-c1ccccc1	-9	-5	100	3	101	-5	0.1	99	2	42	-6
C1=C(CCNCC2CCCCC2)CCCC1	0	0	101	1	98	-3	0.1	99	0	21	-2
CCCCC(=O)Nc1ccc(NC(=O)c2ccc([N+](=O)[O-])cc2)cc1OC	-2	-5	105	-2	104	-11	-8.9	99	11	13	-5
CC(C)(CO)NCc1cccc(OCc2ccc(Cl)cc2)c1	-4	-2	102	-3	101	1	1.0	99	4	6	0
O=C(CSc1nnnn1-c1cccc2c1CCCC2)N1CCOCC1	-18	-17	101	0	100	-7	1.5	95	10	23	-7
O=C1NCCCC1C(=O)N/N=C/c1ccccc1O (stereo not drawn)	-19	-8	99	-6	102	-9	0.2	99	4	16	-11
C[N+]1(CC(=O)OCCCc2ccccc2)CCCC1	29	11	91	21	107	35	0.2	109	4	12	12
COc1ccc(-c2nnc(NC(=O)CSc3ccc(C)cc3)s2)cc1OC	-1	-1	102	-3	103	-7	0.5	104	4	4	-7
COc1ccccc1CN1C(=O)C2CC=CCC2C1=O (stereo not drawn)	0	0	101	-1	99	-2	0.9	100	4	16	-3
CCN(CC)S(=O)(=O)c1cccc(C(=O)N[C@H](C(=O)OCC(N)=O)C(C)C)c1	-17	-5	102	-3	103	-4	0.2	101	0	23	-3
Cn1cnnc1SCC(=O)N1N=C2/C(=C/c3ccco3)CCCC2C1c1ccco1 (stereo not drawn)	1	-1	97	0	90	0	-2.7	94	-1	20	-1
Cc1n[nH]c(C)c1CCC(=O)N/N=C/c1cccc([N+](=O)[O-])c1	-3	-1	101	0	98	0	-0.1	100	0	11	-2
Cc1nc2ccccc2n1CCc1nc2c3ccccc3nc(SCC#N)n2n1	0	-4	101	0	102	0	3.5	102	3	13	-1
COc1cccc(-c2nn3c(-c4cc(C)[nH]n4)nnc3s2)c1	0	0	100	6	104	12	0.8	104	2	4	9
Nc1c(C(O)(C(F)(F)F)C(F)(F)F)ccc2ccccc12	-1	-3	98	-6	98	-5	-0.1	100	1	17	-4
CNC(=S)N/N=C/c1cccc(OCc2ccccc2F)c1	8	0	105	-4	106	-1	6.4	102	8	7	0

One compound at a time, as listed above. Order of values: Bim-Bfl-1 | Bcl-2 Bim block | RGS8-Gao | Bcl-W Bim block | RGS4-Gao reg | Bim-Bcl-XL | ABCB1 block | RGS7-Gao reg | ABCG2 block | GSH bead fluor | Bcl-B Bim block
COC(=O)c1c(C)nc2c(c(SC)nn2-c2ccccc2)c1N is listed as 1 | 0 | 102 | -4 | 101 | -1 | 0.5 | 101 | 12 | 10 | 0
O=C(CSc1nnnn1-c1cccc2c1CCCC2)N1CCOCC1 is listed as -18 | -17 | 101 | 0 | 100 | -7 | 1.5 | 95 | 10 | 23 | -7

More results follow:
SMILES	Bim-Bfl-1	Bcl-2 Bim block	RGS8-Gao	Bcl-W Bim block	RGS4-Gao reg	Bim-Bcl-XL	ABCB1 block	RGS7-Gao reg	ABCG2 block	GSH bead fluor	Bcl-B Bim block
CN(C)/C=C(\C=O)c1onc(-c2ccccc2Cl)c1C#N	-5	0	102	0	97	-2	-0.1	100	0	14	0
COc1cccc(N(C(=O)C2CSC(=O)C2)C(C(=O)NC(C)(C)C)c2ccncc2)c1 (stereo not drawn)	-1	2	101	4	100	2	0.7	98	7	18	-1
Cc1c(CN2CCCCC2)c(O)n(CCO)c(=O)c1C#N	-3	0	108	-2	106	-1	-0.1	103	-1	17	-3
CN1CCN(/C(=N\S(=O)(=O)c2ccc(F)cc2)c2ccccc2)CC1	0	0	104	-7	106	-4	0.1	97	1	18	1
C=CCn1c(=O)c2ccccc2n2c(SCC(N)=O)nnc12	1	1	101	3	103	-1	0.0	104	1	13	0
O=C(C1CCC(CNc2nc(=S)[nH]c3ccccc23)CC1)N1CCN(c2ccccn2)CC1 (stereo not drawn)	0	-4	104	3	99	1	6.3	99	3	12	-3
COc1ccc(-c2cc(C(=O)Nc3ccccc3F)on2)cc1	-8	-6	106	-2	104	0	-0.1	104	3	7	-5
CCOc1ccccc1C1N(c2ccc(OC)cc2)C(=O)C2CCCN21 (stereo not drawn)	-13	-10	105	-2	104	-6	0.4	101	2	14	-6
COc1ccc(C(=O)NC(C)(C)C)cc1S(=O)(=O)N1CCCC1	-9	-5	106	2	107	-1	0.4	108	2	14	-5
O=C(NNC(=O)c1cccc(Br)c1)C(=O)N1CCCCC1	-3	-1	98	-3	100	-5	0.2	98	4	11	-4
CSc1ncc(Cl)c(C(=O)Nc2ccc(S(=O)(=O)N3CCOCC3)cc2)n1	-2	-1	103	-3	103	1	1.1	100	22	20	0
CCOc1ccccc1Nc1nc(-c2sc(NC(=O)c3ccco3)nc2C)cs1	-12	-12	100	0	97	0	-0.4	98	-2	22	-7
O=C(/C=C/c1ccccc1[N+](=O)[O-])NCc1ccncc1	3	0	101	1	101	2	0.0	98	1	16	-1
Cc1ccc(C(=O)N/N=C/c2ccc(N3CCOCC3)cc2)c(C)c1	0	3	100	0	105	-1	0.1	103	0	29	-5
Cc1nnc(-n2ncc(C#N)c2N)c2nn(-c3cccc(Cl)c3)c(C)c12	-2	-1	102	-4	101	-5	0.8	97	3	18	-8
Cc1ccc(-c2cc(C(=O)n3cnc4ccccc43)c3ccccc3n2)cc1C	-1	0	96	0	96	-3	-1.3	95	16	34	-3

Some of these compounds in order of heavy-atom count, smallest number first.
SMILES	Bim-Bfl-1	Bcl-2 Bim block	RGS8-Gao	Bcl-W Bim block	RGS4-Gao reg	Bim-Bcl-XL	ABCB1 block	RGS7-Gao reg	ABCG2 block	GSH bead fluor	Bcl-B Bim block
O=C(NNC(=O)c1cccc(Br)c1)C(=O)N1CCCCC1	-3	-1	98	-3	100	-5	0.2	98	4	11	-4
COc1ccc(C(=O)NC(C)(C)C)cc1S(=O)(=O)N1CCCC1	-9	-5	106	2	107	-1	0.4	108	2	14	-5
CCOc1ccccc1Nc1nc(-c2sc(NC(=O)c3ccco3)nc2C)cs1	-12	-12	100	0	97	0	-0.4	98	-2	22	-7

The list continues:
SMILES	Bim-Bfl-1	Bcl-2 Bim block	RGS8-Gao	Bcl-W Bim block	RGS4-Gao reg	Bim-Bcl-XL	ABCB1 block	RGS7-Gao reg	ABCG2 block	GSH bead fluor	Bcl-B Bim block
CC(=O)c1cc2c(cc1NC(=O)C1CC1)OCO2	-2	-2	101	-4	100	-1	0.8	104	8	10	-2
COc1ccc(CNC(=O)c2cccnc2Sc2ccc(Cl)cc2)cc1	-16	-12	102	-2	100	-5	1.2	101	4	35	-11
Fc1ccc(CN2CCCCCCC2)cc1F	-13	-13	100	-2	99	5	0.7	94	2	48	-8
O=C(O)CC(CP(=O)(c1ccccc1)c1ccccc1)C(=O)O (stereo not drawn)	-7	-3	99	-2	95	-5	-0.4	96	-3	32	-10
CC(=O)N(C(C)=O)N1C(=O)C2C3c4ccccc4C(c4ccccc43)C2C1=O (stereo not drawn)	-3	0	100	1	103	-4	0.5	95	1	11	-2
CC(C)C1Cc2c(C#N)c(N)n(C)c(=S)c2CO1 (stereo not drawn)	21	2	101	7	99	3	0.0	103	4	13	-24
CC(C)(C)c1cnnn1-c1ccc(C(=O)CCl)cc1	-9	-7	101	0	99	-2	0.0	99	0	16	-6
O=C(CSCc1ccc(Br)cc1)N1CCCC1	-10	-6	97	-7	95	-6	0.3	u	2	17	-8
COc1ccc(C2=NOC(C(=O)NCc3ccccn3)C2)cc1 (stereo not drawn)	-2	-4	100	-1	99	-3	0.1	101	1	22	1
CC(=O)NC(Cc1ccccc1F)C(=O)NC1CCN(c2ncccc2[N+](=O)[O-])CC1 (stereo not drawn)	-4	0	99	1	99	-1	0.3	95	2	23	-2
CCOC(=O)c1cnc2c(-c3ccccc3OC)c(C)nn2c1C	-2	0	101	-1	99	-2	2.0	105	12	14	-2

Rows are unselected (roughly 1.1% active in at least one column).
